Assay outcomes from PubChem BioAssay.
aDG glyco up: activators of alpha-DG glycosylation, primary screen, uHTS, Pro5-aDG cells, AlphaScreen; alpha-DG glycosylation AlphaScreen (IIH6); 0% Pro5, 100% B10-LARGE cell signal; activation, % at 10 µM; actives 0.22% (n = 360,000); AID 624168, 2012;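 active = activation of at least 8% versus controls, or a plate z-score of at least 8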;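 also: Pro5 are CHO cells carrying HIG-tagged alpha-DG that lacks glycosylation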
TWEAK Fn14 block: inhibitors of TWEAK-Fn14 signaling, primary screen, luciferase reporter cells, uHTS; actives 2% (n = 360,000); inhibition, % at 10 µM; TWEAK-stimulated Fn14 reporter cells, luciferase luminescence, 8 h; in the data active = inhibition above about 50%
Peg3 prom inh: Peg3 promoter-driven luciferase inhibitors, primary screen, cell-based, HeLa, luciferase luminescence | inhibition, % at 20 µM | HeLa PEG-Prom luciferase reporter, overnight | AID 588405, 2011 | actives 1.7% (n = 360,000);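 active = inhibition of at least 50% at 20 µM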
MITF TRPM1 inh: inhibitors of MITF-dependent TRPM1 promoter reporter, primary screen, cell-based, SK-MEL-5, single point, luciferase | inhibition, % at 12.5 µM | AID 488899, 2010 | SK-MEL-5 TRPM1 promoter luciferase, 24 h | actives 0.83% (n = 330,000);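 active = mean inhibition across replicates of 60% or more, whatever share of single replicates reaches that level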; also: values of inactives mirror those of a sister screen read the other way
NR2E3 ag-1: inhibitors of NR2E3-RetCOR corepressor binding, primary screen, NR2E3 agonist project, biochemical, TR-FRET, GST-NR2E3, biotin-RetCOR; actives 0.12% (n = 320,000); 1536-well; Photoreceptor-specific nuclear receptor (Homo sapiens), Q9Y5X4; inhibition of corepressor binding, % at 4.78 µM; AID 2300, 2010;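 active = percent inhibition above the cutoff of mean plus 3 SD of all tested compounds, set per screening campaign, cut at about 20% in these data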;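 also: 0% = DMSO wells and 100% = biotin wells as full block of FRET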
Target sequence (Q9Y5X4 whole entry, looked up): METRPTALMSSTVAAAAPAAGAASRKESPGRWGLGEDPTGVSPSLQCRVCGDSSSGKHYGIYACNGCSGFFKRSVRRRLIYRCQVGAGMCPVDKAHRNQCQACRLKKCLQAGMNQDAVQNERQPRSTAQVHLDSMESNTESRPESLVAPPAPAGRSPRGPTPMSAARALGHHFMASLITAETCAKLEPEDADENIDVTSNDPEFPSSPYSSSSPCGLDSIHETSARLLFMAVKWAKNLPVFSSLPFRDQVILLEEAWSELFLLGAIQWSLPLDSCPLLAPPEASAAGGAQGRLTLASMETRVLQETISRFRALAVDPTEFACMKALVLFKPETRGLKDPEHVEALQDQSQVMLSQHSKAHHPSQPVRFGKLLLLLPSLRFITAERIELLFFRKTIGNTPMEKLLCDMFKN
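System: GST-tagged NR2E3 plus biotinylated RetCOR corepressor; Amount: 1.35 nM GST-tagged NR2E3 final; Dosing: single nominal compound dose of 4.8 µM; Schedule: 5 h incubation at 4 °C; Technique: TR-FRET with europium anti-GST and streptavidin-D2, 340 nm excitation; Controls: biotin wells as high control, 0.6% DMSO wells as low control.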
KKLEB cytotox: cytotoxicity in KKLEB CF airway cells, primary screen, cytotoxicity control for CF NF-kB inhibitor project, cell-based, uHTS, fluorescence assay plates. KKLEB CF airway cells viability, ATPlite luminescence, overnight; hits give low values; cells stimulated with P. aeruginosa culture filtrate. activity change (cytotoxicity), % at 5 µM. actives 0.36% (n = 360,000). AID 602141, 2011;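 active = corrected activity change at or below -50% at 5 µM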
Shn3 3UTR inh: reduction of Shn3 3'UTR firefly luciferase signal, primary screen, Schnurri-3 inhibitor project, cell-based, Clone20 osteoblasts, set 2; Clone20 osteoblast Shn3 3'UTR firefly luciferase, 24 h; actives 0.52% (n = 360,000); inhibition, % at 12.5 µM; AID 588674, 2011;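 active = mean inhibition of at least 75% with every replicate also reaching 75%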;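 also: 0% = median of neutral control wells and 100% = pilot-screen positive control compound; some compounds past the cut are filed as inactive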
hiPSC survival: enhancers of single-cell hiPSC survival, primary screen, ATPlite luminescence; 100% = ROCK inhibitor wells, 0% = DMSO; survival enhancement, % at 20 µM; actives 0.044% (n = 360,000); AID 602274, 2012; in the data active = survival enhancement above about 18%;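 also: cells exposed to compounds for 16 hours before the ATP read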
NR2E3 ag-2: NR2E3 agonists in two-hybrid cells, primary screen, cell-based, luminescence, CHO-S, Gal4-NCOR/VP16-NR2E3; inhibition of corepressor binding, % at 3.98 µM; AID 602229, 2012; Photoreceptor-specific nuclear receptor (Homo sapiens), Q9Y5X4; luciferase; actives 0.35% (n = 360,000);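 active = inhibition above the mean of all tested compounds plus 3 SD, cut at about 70% in these data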;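 also: 0% = DMSO with NR2E3 transfected cells and 100% = cells lacking NR2E3 construct; higher means lower luciferase signal from less NR2E3 corepressor binding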
CF NFkB inh: inhibitors of PAF-induced NF-kB signaling, primary screen, cell-based, GFP fluorescence, uHTS | KKLEB NF-kB-GFP reporter, GFP fluorescence overnight | inhibition, % at 5 µM | actives 0.86% (n = 360,000) | AID 588850, 2011;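 active = at least 50% inhibition at 5 µM, scaled per plate between neutral and stimulator controls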;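 also: PAF is a Pseudomonas aeruginosa culture filtrate used as stimulus; plate controls were PAF-stimulated DMSO wells for no effect and unstimulated DMSO wells for full effect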
HIF-2a block: HIF-2a reporter inhibitors, primary screen, luminescence, 786-0 RCC cells; 786-0 RCC cells HIF-2a reporter, luciferase luminescence, overnight; inhibition, % at 18.8 µM; actives 0.72% (n = 360,000); AID 624352, 2012;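 active = inhibition of the luminescence signal of 40% or more relative to plate controls, in a single-dose primary screen at 18.75 µM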
Numbers without * were called inactive; · = no result given; & = joins results of further samples.

SMILES | aDG glyco up | TWEAK Fn14 block | Peg3 prom inh | MITF TRPM1 inh | NR2E3 ag-1 | KKLEB cytotox | Shn3 3UTR inh | hiPSC survival | NR2E3 ag-2 | CF NFkB inh | HIF-2a block
Cc1csc(NC(=O)CN(C)S(=O)(=O)c2cccc3cccnc23)n1 | -0.1 | -10 | -16 | -3 | 3 | 1 | -5 | 0.0 | -16 | 3 | 10
Cc1cc(C)cc(C(=O)OCC(=O)NCc2ccco2)c1 | -0.1 | 25 | 11 | 24 | · | -12 | 7 | 1.9 | -13 | 15 | -13
NC1=NC(=O)/C(=C/c2c(OS(=O)(=O)c3ccc(Cl)cc3)ccc3ccccc23)S1 | 0.1 | -21 | 11 | 11 | 4 | 1 | -10 | -1.1 | 10 | 6 | 37
O=C(COC(=O)COc1ccccc1[N+](=O)[O-])NC1CCCCC1 | 0.2 | 3 | -7 | 10 | 0 | -2 | -16 | 0.5 | -7 | 0 | 5
CCN(CC(=O)NC1CCS(=O)(=O)C1)C(=O)c1ccc(OC)c([N+](=O)[O-])c1 (centres undefined) | 0.1 | -2 | 7 | -8 | -1 | -4 | -22 | 2.5 | -24 | 0 | 8
COc1ccccc1Nc1nc(-c2ccccc2)nc2ccccc12 | 0.1 | 5 | 16 | -5 | 5 | -2 | -26 | -0.9 | -17 | -19 | -1
CCOC(=O)c1cnc2ccc(C)cn2c1=O | 0.0 | 29 | -35 | -19 | 1 | 0 | 6 | 0.0 | -4 | 4 | -16
O=C1CN=C(Nc2ccccc2Cl)N1Cc1ccc2c(c1)OCO2 | 0.1 | 3 | 2 | 2 | 2 | 7 | -2 | -2.1 | 7 | -6 | 2
CCN1C(=O)N(CC)C2NC(=S)NC21 (centres undefined) | 0.6 | -2 | 12 | 10 | 2 | 0 | -2 | -2.4 | -7 | -6 | 2
Cc1cc(C(=O)C(C)OC(=O)c2cnccn2)c(C)n1-c1ccccc1 (centres undefined) | 0.8 | 5 | -71 | -19 | -1 | -10 | -31 | -0.3 | -32 | 18 | -59
COc1cccc(CNC(=O)CSCC(=O)Nc2ccc(C)cc2)c1 | 0.0 | 5 | 13 | 0 | 0 | -8 | 10 | 0.0 | -11 | 16 | 5
Cc1nc(SCCCSc2n[nH]c(C)n2)n[nH]1 | -0.2 | 5 | 17 | 2 | 1 | 10 | 10 | -1.0 | 0 | 2 | 7
COc1cccc(NC(=O)C(NCC(C)(C)CN(C)C)c2ccccc2)c1 (centres undefined) | -0.2 | 10 | -2 | 7 | 3 | -5 | -5 | -0.6 | -11 | 10 | 14
CCCCn1nc2cc(C(=O)NCc3ccco3)ccc2c1OCC | 0.1 | -20 | -11 | 12 | 2 | -5 | -2 | 2.4 | -11 | 12 | 3
CS(=O)(=O)N1N=C(c2cccs2)CC1c1ccccc1F (centres undefined) | 0.2 | 0 | 4 | 10 | 5 | 10 | -9 | -2.1 | -27 | -3 | 1
CC1(C)Cc2c(sc3c2c(=N)n(Cc2ccco2)c(=O)n3CC(=O)Nc2cccc(Cl)c2)CO1 | 0.0 | 1 | 11 | 9 | 0 | -10 | 20 | -4.0 | -35 | 23 | 15
CCn1ccc(C(=O)NCCCN2CCCC2=O)n1 | -0.2 | 17 | -5 | -5 | -1 | -6 | -7 | -0.3 | 16 | 4 | -8
O=C(COc1ccc(F)cc1F)Nc1cccnc1 | 0.1 | -9 | -38 | -18 | 0 | -15 | -12 | 0.7 | -18 | 0 | -74
COc1cccc(-c2cnc3c(NC=O)cc(-c4ccc(S(C)(=O)=O)cc4)cn23)c1 | -0.1 | 2 | 18 | · | · | 3 | -30 | -1.6 | -13 | 31 | -16
CCOc1ccc(S(=O)(=O)NCCCN2CCCC2=O)cc1 | 0.0 | -1 | 12 | 6 | -3 | 1 | -6 | -1.3 | -20 | 2 | 9
COc1ccc(C(=O)NCCc2ccccc2)cc1OC | 0.0 | -3 | -119 | -174 | 5 | -10 | -76 | -0.7 | -73 | 11 | -194
O=C(NC1CCC(C(=O)O)CC1)OCc1ccccc1 (centres undefined) | -0.1&-0.2&-0.1 | -8&-14&5 | -25&-4&-10 | -5&7 | -2&1 | -9&-2&4 | -16&8&-1 | 1.0&-4.9&4.0 | -7&-26&7 | -8&-8&0 | 0&3&6
CCOC(=O)c1c(C)n(C)c2cc(-c3cccc(C(F)(F)F)c3)c(O)cc12 | 0.3 | -17 | -10 | 5 | -3 | 11 | 5 | -1.0 | 12 | -7 | -1
COc1ccc(-c2ccc3c(c2)C2CC3CCN2C(=O)C2CCCCC2)cc1 (centres undefined) | -0.1 | 15 | 1 | 18 | · | -10 | 52 | 0.8 | -13 | -3 | -6
CSCCC(NC(=O)/C(=C\c1ccc(Cl)cc1)NC(=O)c1ccccc1)C(=O)O (centres undefined) | -0.2 | -3 | -10 | -6 | -1 | -16 | 2 | -0.9 | -15 | 1 | 11
O=C(c1ccc(S(=O)(=O)N2CCOCC2)cc1)N(c1ccccc1)C1C=CS(=O)(=O)C1 (centres undefined) | -0.2 | 6 | 9 | 5 | -1 | 0 | -20 | -1.1 | -4 | 7 | 3
CC(=O)N(Cc1ccc(F)cc1)Cc1nc2ccccc2c(=O)[nH]1 | 0.0 | -14 | 1 | -2 | -3 | 0 | -2 | 4.9 | 7 | 0 | 12
O=C(Nc1cccc(S(=O)(=O)N2CCCCC2)c1)C1CCC1 | 0.1 | 14 | -7 | 14 | 0 | 11 | 11 | 0.0 | -8 | 22 | 0
CN1OC[C@@H]2CN(C(=O)CCc3ccccc3)[C@H](c3cccc(Oc4ccccc4)c3)C[C@@H]21 | -0.1 | 13 | 0 | 7 | · | 1 | 1 | -1.1 | 4 | 13 | -5
COc1cccc(N/N=C(\C#N)S(=O)(=O)C(C)(C)C)c1 | -0.5 | -11 | 7 | 2 | 1 | 5 | 19 | 1.5 | -5 | 2 | 5
COc1ccccc1N1CC(C(=O)Nc2ccc(N3CCOCC3)cc2)CC1=O (centres undefined) | -0.1 | 14 | 3 | 8 | 3 | 9 | 1 | 1.9 | -7 | -5 | 4
COc1ccc(/C=N/NC(=O)c2nn(-c3ccccc3)c(=O)c3c(N)scc23)cc1 | 0.3 | -9 | 17 | -3 | -5 | -15 | 21 | -0.5 | -6 | 13 | -4
Cc1cccc(C)c1NC(=S)N1CCCN(Cc2ccc(F)cc2)C1 | -0.1 | -2 | 2 | 0 | -1 | -8 | 14 | -0.2 | -25 | 4 | 3
CCc1ccccc1OCC(=O)Nc1cccc(S(=O)(=O)NC2=NCCC2)c1 | -0.1 | -9 | -20 | -11 | 2 | -8 | 7 | 0.8 | -8 | -14 | -26
O=C(Nc1cccc(C(F)(F)F)c1)Nc1ccc2nc([C@@H]3O[C@H](CO)[C@@H](O)[C@H](O)[C@H]3O)[nH]c2c1 | 0.0 | -17 | -23 | · | · | -2 | -17 | -1.8 | 5 | -5 | -3
COCCn1c(SCC(=O)NC2CCCC2)nnc1-c1ccco1 | -0.1 | -7 | -7 | -6 | 3 | 8 | -14 | 0.1 | -35 | -14 | 7
CN(C(=O)Cn1nnc2ccccc2c1=O)C1CCCCC1 | -0.1 | 8 | -10 | -19 | 4 | 1 | -3 | 0.0 | 18 | 18 | -31
COc1ccc(CNC(=O)CCCc2ccccc2)cc1 | -0.2 | -11 | 5 | 5 | 2 | -1 | -23 | -1.0 | -3 | 9 | -2
O=C(NCc1ccncc1)Nc1cccc([N+](=O)[O-])c1 | 0.1 | -6 | 15 | -5 | 0 | -4 | -3 | 0.9 | -6 | 7 | 5
Nc1cn(C2OC(CO)C(O)C2O)c(=O)[nH]c1=O (centres undefined) | -0.1 | 7 | -14 | 0 | · | 2 | 2 | 0.6 | 14 | 16 | 11
CCN(CC)C(=O)Cn1cnc2sc(C(=O)Nc3cc(OC)c(OC)c(OC)c3)c(C)c2c1=O | -0.2 | -13 | 10 | 2 | 1 | 7 | 11 | 1.4 | 6 | 3 | 6
CC(C)(C)n1nnnc1C(c1ccccc1)N1CCN(c2ccccc2)CC1 (centres undefined) | -0.4 | -5 | · | · | · | · | · | 1.8 | 14 | · | -14
O=C(O)CN1C(=O)C=CC1=O | -0.1 | 1 | 0 | · | · | 6 | -7 | 4.9 | -6 | -1 | 9
O=C(Nc1cnn(Cc2ccc(F)cc2)c1)c1cc(-c2cccs2)on1 | -0.1 | -20 | 1 | 2 | 2 | 4 | 1 | 1.2 | 16 | -13 | -37
O=[N+]([O-])c1cccc(-n2nncc2-c2ccccc2)c1 | 0.0 | 11 | 9 | -13 | 2 | -4 | -10 | -0.7 | -31 | -4 | 18
COCCCNC(=O)Cn1cnc2c(NCc3ccccc3)ncnc21 | -0.2 | 11 | 6 | -3 | · | -4 | -3 | -0.9 | 4 | 4 | 2
CCOc1c2ccc(C(=O)NCc3ccc4c(c3)OCO4)cc2nn1C | -0.2 | -2 | -10 | 4 | 0 | 12 | -38 | 5.7 | -8 | 6 | -12
COc1ccc(Br)cc1S(=O)(=O)n1ccnc1C | 0.0 | -1 | -2 | 5 | 0 | -2 | -3 | 4.0 | -3 | 0 | 18
COc1cc(NC(=O)[C@H]2O[C@@H](n3ccc(N)nc3=O)[C@H](O)[C@@H]2O)cc(OC)c1OC | -0.1 | -2 | 7 | · | · | -3 | 5 | 1.5 | -16 | -12 | 12
Cc1n[nH]c(C)c1S(=O)(=O)N1CCCC(C(=O)NC2CCCc3ccccc32)C1 (centres undefined) | 0.1 | 12 | 9 | 33 | 1 | 3 | 48 | -0.7 | -8 | 1 | 18
CCC(NC(=S)NCc1ccccc1)C(=O)O (centres undefined) | 0.6 | -7 | 18 | 2 | 0 | 4 | -7 | -1.1 | -14 | -12 | 5

Arranged by heavy-atom count (high to low): some entries from above
SMILES | aDG glyco up | TWEAK Fn14 block | Peg3 prom inh | MITF TRPM1 inh | NR2E3 ag-1 | KKLEB cytotox | Shn3 3UTR inh | hiPSC survival | NR2E3 ag-2 | CF NFkB inh | HIF-2a block
COc1cc(NC(=O)[C@H]2O[C@@H](n3ccc(N)nc3=O)[C@H](O)[C@@H]2O)cc(OC)c1OC | -0.1 | -2 | 7 | · | · | -3 | 5 | 1.5 | -16 | -12 | 12
COCCCNC(=O)Cn1cnc2c(NCc3ccccc3)ncnc21 | -0.2 | 11 | 6 | -3 | · | -4 | -3 | -0.9 | 4 | 4 | 2
COc1ccc(Br)cc1S(=O)(=O)n1ccnc1C | 0.0 | -1 | -2 | 5 | 0 | -2 | -3 | 4.0 | -3 | 0 | 18
